AMA1-RON2 inh = qHTS for Inhibitors of AMA1-RON; Towards Development of Antimalarial Drug Lead: Primary Screen. AlphaScreen AMA1-biotinylated RON2 peptide binding. Plasmodium falciparum AMA1 (3D7) - RON2 peptide interaction. AID 720542, 2013. 360,000 compounds, 0.2% hits. Potency, µM (doses to about 58.2 µM), inactives show at the highest dose activity change, negative = inhibition, actives largely listed as inhibitors;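 note: potency is the fitted concentration of half-maximal effect; 0% = vehicle wells and -100% = peptide control; nearly all actives have a fitted effect of over 45% in size; some results filed as inactive show a strong effect at the top dose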
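AMA1 (3D7) with his tag at 25 nM final met compounds first, then biotinylated RON2 peptide at 25 nM; detection used donor plus acceptor beads, 10 µg/mL apiece, read by AlphaScreen after 30 min at room temperature.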
LmPK inh = qHTS Assay for Inhibitors of Leishmania Mexicana Pyruvate Kinase (LmPK); purified LmPK, Kinase-Glo ATP luminescence, 1 h; AID 1721, 2009; Potency, µM (titrated, usually from 57.5 µM), without a hit: top-dose activity change, negative = inhibition, most hits filed as inhibitors; Q27686; 290,000 compounds, 0.37% hits; note: potency is the fitted concentration of half-maximal effect
Target sequence (Q27686 whole entry, looked up): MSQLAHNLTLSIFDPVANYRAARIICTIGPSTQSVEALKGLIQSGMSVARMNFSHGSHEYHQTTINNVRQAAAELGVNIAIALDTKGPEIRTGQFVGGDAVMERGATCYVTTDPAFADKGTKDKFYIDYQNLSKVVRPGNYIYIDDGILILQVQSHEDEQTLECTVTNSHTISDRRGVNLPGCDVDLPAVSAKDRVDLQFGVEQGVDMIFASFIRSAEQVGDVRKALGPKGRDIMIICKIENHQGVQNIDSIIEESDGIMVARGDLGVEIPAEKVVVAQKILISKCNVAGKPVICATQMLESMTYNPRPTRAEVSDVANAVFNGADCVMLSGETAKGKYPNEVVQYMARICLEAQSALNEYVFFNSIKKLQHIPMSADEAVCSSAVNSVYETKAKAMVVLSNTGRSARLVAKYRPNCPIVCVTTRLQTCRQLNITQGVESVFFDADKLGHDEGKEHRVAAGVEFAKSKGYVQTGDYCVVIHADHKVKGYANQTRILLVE
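qHTS format; LmPK 0.1 nM; substrates PEP 0.5 mM and ADP 0.1 mM. One-hour room-temperature incubation, then coupled luciferase luminescence; 0.5 nM enzyme wells mark activation.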
AmpC detergent = qHTS Inhibitors of AmpC Beta-Lactamase (assay with detergent). AmpC hydrolysis of nitrocefin, absorbance 480 nm, 0.01% Triton. Potency, µM (top dose mostly 114 µM), without a hit: top-dose activity change, negative = inhibition, actives largely listed as inhibitors. 370,000 compounds, 0.041% hits;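 note: potency is the fitted concentration of half-maximal effect; 0% = no-compound wells and -100% = no-enzyme wells; nearly all actives have a fitted effect of over 25% in size; some results filed as inactive show a strong effect at the top dose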
Target sequence (P00811 whole entry, looked up): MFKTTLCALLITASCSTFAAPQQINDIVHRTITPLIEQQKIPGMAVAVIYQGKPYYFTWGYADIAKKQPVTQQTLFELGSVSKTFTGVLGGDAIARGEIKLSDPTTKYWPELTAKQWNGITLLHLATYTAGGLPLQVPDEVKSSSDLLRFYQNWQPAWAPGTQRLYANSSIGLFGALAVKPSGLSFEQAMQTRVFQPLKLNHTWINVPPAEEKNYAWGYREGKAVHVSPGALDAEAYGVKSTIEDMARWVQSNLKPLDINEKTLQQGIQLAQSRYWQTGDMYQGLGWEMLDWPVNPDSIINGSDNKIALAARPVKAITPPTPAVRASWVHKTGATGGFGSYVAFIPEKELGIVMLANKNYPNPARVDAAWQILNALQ
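AmpC (5.3 nM in the dispensed reagent) in 20 mM phosphate pH 7.0 with 0.01% (detergent screen) or 0.0001% Triton X-100 was preincubated with compounds for 15 min at room temperature. Nitrocefin was then added from an 800 uM solution, and hydrolysis was followed at 480 nm.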
AmpC inh no detg = qHTS Inhibitors of AmpC Beta-Lactamase (assay without detergent) | P00811 | AmpC nitrocefin hydrolysis, absorbance 480 nm, 0.0001% Triton | Potency, µM (highest dose often 57.1 µM), for the others: at the top dose activity change, negative = inhibition, hits mostly inhibitors | 330,000 compounds, 0.52% hits | AID 485341, 2010;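 note: potency is the fitted concentration of half-maximal effect; plate controls were no compound for no effect and no enzyme for full effect; nearly all actives have a fitted effect of over 20% in size; some results filed as inactive show a strong effect at the top dose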
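AmpC (5.3 nM in the dispensed reagent) in 20 mM phosphate pH 7.0 with 0.01% (detergent screen) or 0.0001% Triton X-100 was preincubated with compounds for 15 min at room temperature. Nitrocefin was then added from an 800 uM solution, and hydrolysis was followed at 480 nm.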
HCV inhibitor = qHTS Assay for Inhibitors of Hepatitis C Virus (HCV) | Huh7.5.1 HCVcc-Cre infection, luciferase reporter, 44 h | Potency, µM (doses to about 41.8 µM), for the others: top-dose activity change, negative = inhibition, hits mostly inhibitors | 340,000 compounds, 3.4% hits; note: potency is the fitted concentration of half-maximal effect
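Cells (1,000/well) were plated 4 h before compound, then infected with HCVcc-Cre virus (~0.5 moi). After 44 h further culture, infection was read as luciferase luminescence following a 15 min substrate incubation at room temperature.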
HCMV inh = qHTS Assay for inhibitors of the human cytomegalovirus (HCMV) | HFF cells, HCMV-luciferase reporter, 72 h; active compounds read low | activity change, negative = inhibition, % at 57.5 µM | 410,000 compounds, 4.5% hits | AID 1259415, 2018; in the data active = activity change below about -60%; inconclusive = no clear call, values can overlap the other calls; inactive = above about -39%
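Human foreskin fibroblasts infected with luciferase-reporter HCMV at MOI 1 PFU/cell, compounds at two doses. Luciferase measured 72 h post infection; normalized to buffer-only basal and Salinomycin (10uM) controls.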
TbPYK inhibitor = qHTS of Trypanosoma Brucei Inhibitors; TbPYK enzyme, Kinase-Glo Plus ATP luminescence, 45 min; Potency, µM (titrated, usually from 76.8 µM), without a hit: top-dose activity, negative = inhibition, usual class: inhibitors; 410,000 compounds, 0.12% hits; note: potency is the fitted concentration of half-maximal effect; nearly all actives have a fitted effect of over 50% in size
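In this concentration-response screen, enzyme-free wells defined baseline while DMSO plates tracked drift. Each reaction combined TbPYK, substrate, compound and 130 uM ADP for 45 min at room temperature. Kinase-Glo Plus luminescence gave the signal.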
Numbers without * were called inactive; u = inconclusive; x = no result given; [ ] = remark or other dose. Unless noted, calls come from the whole dose curve; as a rule, active = well fitted curve in the direction sought with a large enough effect; inconclusive = small, poorly fitted or top-dose-only effect, or another doubt; inactive = no such curve, though single readings can be large; an effect the other way counts as inactive or inconclusive. Unless noted, % is set by controls: 0 for no effect and ±100 for the full control effect. Hits appear at their usual frequency; 7.5% or so of the library scored in one or more.

SMILES	AMA1-RON2 inh	LmPK inh	AmpC detergent	AmpC inh no detg	HCV inhibitor	HCMV inh	TbPYK inhibitor
COc1ccc(N2C(=O)N3[C@H](c4ccc(Br)cc4)[C@@H]4C(=O)N(C(C)(C)C)C(=O)[C@@H]4[C@]3(Cc3ccccc3)C2=O)cc1	8%	3%	-9%	53%	-8%	-1	3%
Cc1ccc(S(=O)(=O)N2CCN(C(=O)c3ccc4nc[nH]c4c3)CC2)cc1	-4%	x	-14%	-12%	1%	-11	-5%
COc1ccc(NC(=O)c2ccc(NC3=NC4CS(=O)(=O)CC4S3)cc2)cc1 (configuration not stated)	14%	-3%	-9%	-10%	12%	38	3%
O=C(NCCc1ccc(Cl)cc1)C(=O)Nc1cc2c3c(c1)CC(=O)N3CCC2	-9%	x	u	16%	u	-17	-6%
CC1=NOC(=O)/C1=C\c1ccc(-c2ccccc2Br)o1	u	-9%	-15%	-48%	-17%	-10	u
Cc1nn(C)c(C)c1C1C(C#N)=C(N)OC2=C1C(=O)CCC2 (configuration not stated)	28%	-1%	-12%	-17%	-18%	-35	4%
CC(=O)C1=C(c2ccc(Cl)c(Cl)c2)N(C(C)=O)n2cnnc2S1	x	x	2%	x	x	-99*	3%
COc1ccc(CCNC(=O)c2cc(=O)[nH]c3ccc(Br)cc23)cc1OC	7%	2%	-3%	-12%	u	-30	-5%
COc1ccc(NC(=O)Nc2ccon2)c(OC)c1	-5%	-3%	3%	-16%	-5%	0	6%
Cc1cc(C(=O)NCc2ccccc2)c2c(C)nn(-c3cccc(F)c3)c2n1	x	x	-6%	x	x	-8	1%
COc1cc(/C=C/c2nc3ccccc3c(=O)n2-c2ccc(Br)c(C)c2)ccc1O	x	x	-3%	x	x	3	-3%
O=C(NCCCN1CCCC1=O)c1ccc2c(c1)NC(=O)C(N1CCOCC1)S2 (configuration not stated)	-13%	2%	-8%	-5%	35%[activator]	3	5%
CC(C)(C)OC(=O)N1CCc2onc(-c3ccc(Cl)cc3)c2C1=O	4%	x	x	x	x	-13	1%
CCOC(=O)C1=C(C)Nc2ncnn2C1c1cc(Br)ccc1F (configuration not stated)	57%[activator]	5%	-1%	-28%	u	u	4%
CCOC(=O)Cn1c(=O)n(CC2CCCO2)c2nc(-c3cccc(C)c3)nc(C(N)=O)c21 (configuration not stated)	x	x	20%	x	x	12	-3%

Whole records, looked up by structure. Order of screens: AMA1-RON2 inh | LmPK inh | AmpC detergent | AmpC inh no detg | HCV inhibitor | HCMV inh | TbPYK inhibitor
COc1ccc(NC(=O)c2ccc(NC3=NC4CS(=O)(=O)CC4S3)cc2)cc1 (configuration not stated) is entered as 14% | -3% | -9% | -10% | 12% | 38 | 3%
CCOC(=O)Cn1c(=O)n(CC2CCCO2)c2nc(-c3cccc(C)c3)nc(C(N)=O)c21 (configuration not stated) is entered as x | x | 20% | x | x | 12 | -3%
COc1ccc(CCNC(=O)c2cc(=O)[nH]c3ccc(Br)cc23)cc1OC is entered as 7% | 2% | -3% | -12% | u | -30 | -5%

Other compounds follow.
SMILES	AMA1-RON2 inh	LmPK inh	AmpC detergent	AmpC inh no detg	HCV inhibitor	HCMV inh	TbPYK inhibitor
Cc1cccc(C(=O)NC(=S)NNC(=O)COc2ccc(Cl)cc2)c1	95%[activator]	-2%	3%	-26%	5%	-31	-23%
COc1ccccc1/C=N/NC(=O)Cn1cnc([N+](=O)[O-])n1	7%	-3%	-11%	-22%	9%	u	3%
CN(C)CCCN(C(=O)CCOc1ccccc1)c1nc2c(F)cccc2s1	-10%	-2%[11.5 µM]	-11%	-39%	u	-16	u
CCOP(=O)(OCC)C(NC(=O)Nc1ccc(Cl)cc1)C(N)=O (configuration not stated)	1%	-2%	u	-13%	17%	49	-8%
Cc1cccc(-c2nnc(SCC(=O)Nc3cc(C)on3)n2C)c1	3%	-5%	2%	-4%	-1%	1	2%
CCc1ccccc1NC(=O)CCS(=O)(=O)c1ccc2c(c1)CCCN2C(C)=O	6%	1%	3%	18%	-2%	-28	-2%
Cc1ccc(-c2cc(C(F)F)nc3sc4c(=O)[nH]cnc4c23)cc1	-1%	x	-2%	-27%	u	5	-3%
CCOc1ccc(CN2CCN(Cc3nc4c(s3)CCCC4)CC2CCO)cc1 (configuration not stated)	-3%	-2%	10%	196%[activator]	6%	28	2%
Cc1ccc(C2(C)NC(=O)N(CC(=O)Nc3ccc4[nH]c(=O)[nH]c4c3)C2=O)cc1 (configuration not stated)	-2%	-6%	-8%	6%	11%	-7	0%
CCOc1cc2[nH]c(=O)n(CCc3ccc(OC)c(OC)c3)c(=O)c2cc1OCC	3%	2%	3%	0%	-3%	2	-4%
COc1ccc(NC(=O)c2ccc3c(SCC(=O)O)c4c(nc3c2)CCCC4)cc1Cl	x	13%	0%	-35%	x	8	x
Brc1cc2c(cc1Br)OCCOCCOCCOCCO2	9%	-17%	1%	92%[activator]	-9%	10	-25%
CCOc1ccc(/C=N/NC(=O)c2cc(-c3ccccc3)nc3ccccc23)cc1O	36%[activator]	4%	4%	-27%	-29%	-29	4%
Cc1cccc(N2C(=O)CN(Cc3cccs3)C2=S)c1	5%	2%	5%	-33%	18%	-35	5%
CC(O)Cn1nc([N+](=O)[O-])nc1N (configuration not stated)	-3%	-5%	-13%	-11%	13%	175	0%

The final 2 records of the section above lead into the next:
SMILES	AMA1-RON2 inh	LmPK inh	AmpC detergent	AmpC inh no detg	HCV inhibitor	HCMV inh	TbPYK inhibitor
Cc1cccc(N2C(=O)CN(Cc3cccs3)C2=S)c1	5%	2%	5%	-33%	18%	-35	5%
CC(O)Cn1nc([N+](=O)[O-])nc1N (configuration not stated)	-3%	-5%	-13%	-11%	13%	175	0%
CN1C(C(=O)c2ccccc2)=C(OC(=O)c2ccc(Br)cc2)c2ccccc2S1(=O)=O	x	x	31%[activator]	x	x	-14	2%
c1ccc(Nc2cc(-c3ccccc3)nc3ncnn23)cc1	18%	1%	-11%	-1%	u	-8	-4%
CSc1ccccc1NC(=O)CN(C)C(C)C(=O)NC(=O)NC1CCCCC1 (configuration not stated)	74%[activator]	x	u	6%	u	-18	-2%
CC(OC(=O)CCc1nc2ccccc2c(=O)[nH]1)C(=O)c1ccc(Br)cc1 (configuration not stated)	17%	-3%	-8%	-29%	11%	4	-8%
O=C(Cn1cc(F)c(=O)[nH]c1=O)NCCO	5%	1%	-7%	-15%	16%	u	-6%
CCCN1Cc2cccc(C(=O)Nc3ccc(OC)cc3OC)c2C1=O	x	x	0%	x	x	-21	2%
O=C(NCC1CCCN(C(=O)c2cccnc2)C1)c1ccc(-c2ccccc2)cc1 (configuration not stated)	-5%	6%	4%	59%	u	-28	-3%
COCCNC(=O)/C(C#N)=C/c1ccc(SC)cc1	18%	-5%	-11%	-6%[11.4 µM]	-6%	-27	-1%
Cn1cnc(C(=O)N2CCN(C(=O)OC(C)(C)C)CC2)c1C(=O)N1CCN(C(=O)OC(C)(C)C)CC1	-1%	x	4%	16%	2%	u	4%
CCOC(=O)c1cc2c(ccn2C)n1Cc1ccccc1C	u	4%	7%	-25%	-29%	-10	-7%
O=C(CNC(=O)c1ccccc1)N/N=C/c1ccc([N+](=O)[O-])o1	1%	-1%	u	-24%	u	-80*	0%
O=C(Nc1cnccn1)c1cccc(C(F)(F)F)c1	-6%	-1%	-10%	-7%	-1%	22	4%
Cc1nc2nc(CNC(=O)OC(C)(C)C)nn2c(C)c1CCC(=O)NCc1ccccc1Cl	x	x	3%	x	x	19	4%
O=C(c1ccco1)N1CCN(C(=O)c2nn3cccnc3c2Cl)CC1	u	0%	-20%	-13%	-12%	4	-2%
COc1ccc(CNC(=O)c2ccc(NC(=O)N3CCSc4ncccc43)cc2)cc1	x	x	-4%	x	x	0	-5%[15.4 µM]
CCc1nc2ccc(C(=O)Nc3ccc(C(=O)N(C)C)cc3)cn2c1N(C)CCCc1ccccc1	6%	x	x	x	x	u	-2%
COc1ccccc1C(=O)Nc1sc(C(=O)N2CCCC2)c(C)c1C#N	1%	-1%	-3%	34%	28%	8	4%
COc1ccc(OC)c(NC(=O)C2CCN(S(=O)(=O)c3c(C)noc3C)CC2)c1	4%	-1%	0%	9%	u	u	-4%
O=S(=O)(c1c(Cl)sc(Cl)c1Br)N1CCCC1	-4%	2%	5%	-33%	-4%	-34	1%
COc1ccc(C2CC(c3cccs3)=NN2S(=O)(=O)c2ccc(C)cc2)cc1 (configuration not stated)	-26%	x	x	x	-25%	-24	0%
Cc1cc(NC(=O)C(C)N2C(=O)c3ccccc3S2(=O)=O)no1 (configuration not stated)	4%	x	-1%	25µM*	2%	24	4%
O=S(=O)(c1ccc2[nH]c3c(c2c1)CCCCC3)N1CCN(c2cccc(Cl)c2)CC1	x	x	25%	x	x	13	-3%
COCCNC(=O)CSc1nc2cc(OC)c(OC)cc2c(=O)n1Cc1ccco1	-2%	-1%	6%	58%	-28%	-15	2%
COc1ccc(NC(=O)C(C)Sc2nnc3c4c(nc(-c5ccc(OC)cc5)n23)CC(C)(C)OC4)cc1 (configuration not stated)	-2%	1%	-16%	3%	-24%	-37	-1%
Cc1cccc(N2CCN(CC(=O)Nc3ccc(S(=O)(=O)N4CCOCC4)cc3)CC2)c1C	0%	-1%	2%	131%[activator]	10µM*	-67*	-17%
CCC(=O)N1CCc2cc(Br)cc(S(=O)(=O)NCCN3CCCCC3CC)c21 (configuration not stated)	0%	-5%	0%	-16%	2.5µM*	22	-1%
Cc1ccc(-c2c(NC(=O)C(C)C)n(C)c3ccccc3c2=O)cc1	11%	-1%	u	-6%	3.2µM*	-39	1%
NS(=O)(=O)c1ccc(NC(=O)CN2C(=O)COc3ccc(Cl)cc32)cc1	x	x	15%	x	x	-28	-7%
CCOc1ccc(/C(O)=C2/C(=O)C(=O)N(CC3CCCO3)C2c2ccco2)cc1 (configuration not stated)	-2%	7%	-2%	-23%	17%	2	-2%
O=C(Nc1nc2nccc(-c3ccccc3)n2n1)c1ccc(F)cc1	-1%[11.6 µM]	1%	-17%	-18%	-7%	-2	1%
Cc1ccc(OCC(=O)O/N=C(\N)Cc2ccc(Cl)cc2)cc1	20%	5%	-20%	-20%	6%	34	u

Bioassay records deposited in PubChem by National Center for Advancing Translational Sciences (NCATS).
